BoNT-F LC inh – BoNT/F light chain protease inhibitors, primary screen, biochemical, flow cytometry, MLPCN library | AID 588497, 2011 | Multiplex microsphere protease cleavage assay | Botulinum neurotoxin type F light chain protease (Clostridium botulinum) | actives 0.22% (n = 360,000) | inhibition, % at 10 µM; in the data active means inhibition above about 35%, passing the limit was not always enough; further: plate controls were buffer without enzyme for full effect and enzyme alone for no effect
MazF activator – activators of E. coli MazEF toxin-antitoxin RNase, primary screen, biochemical, fluorescence, uHTS; FAM/BHQ RNA-DNA oligo cleavage fluorescence, 5 h; activation, % at 20 µM; AID 504720, 2011; Endoribonuclease toxin MazF (Escherichia coli (strain K12)), P0AE70; actives 0.32% (n = 350,000); in the data active means activation above about 50%
Target sequence (P0AE70 whole entry, looked up): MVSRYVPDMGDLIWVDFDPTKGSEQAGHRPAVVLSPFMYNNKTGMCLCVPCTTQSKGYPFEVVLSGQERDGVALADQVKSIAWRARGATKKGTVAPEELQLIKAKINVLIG
GDH-TPI counter – GDH-TPI coupling enzyme inhibitors, primary screen, artefact control for M. tuberculosis FBA inhibitor project, biochemical, absorbance, full deck; actives 1.2% (n = 360,000); GDH-TPI coupled enzyme counterscreen, NADH absorbance; inhibition, % at 4.8 µM; in the data active means inhibition above about 30%;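 further: 0% = DMSO wells and 100% = wells lacking the enzyme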
Mtb FBA inh – Mtb FBA enzyme inhibitors, primary screen, biochemical, fluorescence, strain H37Rv; Fructose-bisphosphate aldolase (Mycobacterium tuberculosis (strain ATCC 25618 / H37Rv)), …; purified M. tuberculosis FBA, fluorescence read-out; inhibition, % at 1 µM; actives 2.3% (n = 360,000); in the data active means inhibition above about 27%;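 further: 0% = vehicle and 100% = reference inhibitor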
Target sequence (P9WQA3 whole entry, looked up): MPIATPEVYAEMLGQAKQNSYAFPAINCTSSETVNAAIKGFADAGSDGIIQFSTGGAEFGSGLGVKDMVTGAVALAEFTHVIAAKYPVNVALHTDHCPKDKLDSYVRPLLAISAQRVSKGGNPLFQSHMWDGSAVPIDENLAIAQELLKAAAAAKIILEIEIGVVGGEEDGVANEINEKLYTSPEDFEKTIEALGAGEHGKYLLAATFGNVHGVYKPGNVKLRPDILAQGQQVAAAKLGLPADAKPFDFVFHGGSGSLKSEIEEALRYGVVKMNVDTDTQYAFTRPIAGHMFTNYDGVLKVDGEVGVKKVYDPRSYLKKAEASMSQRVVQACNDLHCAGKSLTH
Rv3671c inh – Rv3671c serine protease inhibitors, primary screen, biochemical, fluorescence polarization, M. tuberculosis H37Rv. actives 0.048% (n = 320,000). inhibition, % at 5.96 µM. P9WHR9; in the data active means inhibition above about 38%;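 further: extracellular domain of Rv3671c used as enzyme; 0% = enzyme with DMSO and 100% = no enzyme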
Target sequence (P9WHR9 whole entry, looked up, the tested form may be a part): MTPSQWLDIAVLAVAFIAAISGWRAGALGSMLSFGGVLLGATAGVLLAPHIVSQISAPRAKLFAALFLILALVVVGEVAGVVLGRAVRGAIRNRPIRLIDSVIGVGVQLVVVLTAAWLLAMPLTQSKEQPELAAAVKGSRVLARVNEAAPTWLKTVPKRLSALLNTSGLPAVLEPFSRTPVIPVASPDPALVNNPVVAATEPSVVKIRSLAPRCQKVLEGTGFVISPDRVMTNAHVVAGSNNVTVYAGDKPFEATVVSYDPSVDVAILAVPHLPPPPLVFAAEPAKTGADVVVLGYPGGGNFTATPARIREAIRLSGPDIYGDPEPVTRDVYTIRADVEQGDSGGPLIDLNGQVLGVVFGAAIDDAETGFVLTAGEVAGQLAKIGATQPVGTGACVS
Mtb BioA inh – M. tuberculosis BioA enzyme inhibitors, primary screen, biochemical, plate reader, single point, HTS | 7,8-diaminopelargonic acid synthase BioA (Mycobacterium tuberculosis) | purified M. tuberculosis BioA enzyme | inhibition, % at 9.99 µM | actives 0.096% (n = 360,000) | AID 602481, 2012; in the data active means inhibition above about 40%
FadD28 FP inh – inhibitors of FadD28 bisubstrate probe binding, primary screen, biochemical, fluorescence polarization, single point. actives 0.22% (n = 360,000). inhibition, % at 12.5 µM. Mycobacterium tuberculosis FadD28 fatty-acid-AMP ligase; in the data active means inhibition above about 8.5%, passing the limit was not always enough
UGM FP inh – M. tuberculosis UGM enzyme inhibitors, primary screen, biochemical, fluorescence polarization, single point. UDP-galactopyranose mutase (Mycobacterium tuberculosis (strain ATCC 25618 / H37Rv)), …. purified UGM, fluorescence polarization probe displacement. inhibition, % at 10 µM. actives 0.06% (n = 320,000); in the data active means inhibition above about 10%, passing the limit was not always enough
PrPC TRFRET – inhibitors of human cell surface prion protein PrPC, primary screen, cell-based, TR-FRET | TR-FRET read-out | inhibition, % at 13.8 µM | actives 0.43% (n = 370,000) | AID 720596, 2013; in the data active means inhibition above about 24%; further: 0% = median of the test wells and 100% = reference compound wells
* = called active by the depositor; . = no result given.

SMILES	BoNT-F LC inh	MazF activator	GDH-TPI counter	Mtb FBA inh	Rv3671c inh	Mtb BioA inh	FadD28 FP inh	UGM FP inh	PrPC TRFRET
CCCNC(=O)C1(C)CCCN(Cc2c(C)nn(-c3ccccc3)c2C)C1 (stereo not given)	5	.	-8	2	.	2.5	-2.9	.	-3
CCOC(=O)CCc1c(C)nc2cc(-c3ccc(F)cc3)[nH]n2c1=O	7	5	11	20	1	-1.3	-0.5	2.8	7
COc1ccc(CCNC(=O)COC(=O)Cn2cnc3ccccc3c2=O)cc1	-2	-3	9	3	-5	0.9	1.0	1.2	-1
COc1ccc(N2CCN(C(=O)CSc3nnc(COc4cccc5cccnc45)o3)CC2)cc1	-11	2	6	-5	1	-0.5	-3.6	-0.3	3
COc1ccccc1CNC(=O)c1ccc(CS(=O)(=O)c2ccc(C)cc2)o1	6	2	-8	2	5	1.3	-3.2	-0.9	9
COc1ccc(/C=N/NC(=O)c2cccnc2)cc1COc1ccc(NC(C)=O)cc1	.	1	31*	-8	-6	23	-6.3	-0.9	3
CCOC(=O)C1CCCN(CC(=O)Nc2cc(C)cc(C)c2)C1 (stereo not given)	1	3	-9	0	0	.	-3.2	0.4	1
CN(C)S(=O)(=O)c1cc(C(=O)OCCn2cnc3c2c(=O)n(C)c(=O)n3C)ccc1Cl	-4	2	-1	3	-9	.	0.6	0.5	1
Cn1ncc(SCc2ccccc2)c(Cl)c1=O	-5	16	16	1	0	-0.4	-1.0	0.1	1
CCCC1=C(C(=O)OCC)C(c2c(C)nn(-c3ccccc3)c2Cl)C(C#N)=C(N)O1 (stereo not given)	-14	-5	4	2	5	-2.7	-4.6	0.4	4
O=C(NC(=S)Nc1ccc2oc(=O)ccc2c1)c1ccco1	10	6	7	3	-3	0.0	1.5	-0.6	9
CCC(C(=O)NCc1cccnc1)n1nc(C)n2c(cc3occc32)c1=O (stereo not given)	-3	4	2	-1	0	3.4	-1.6	0.1	-8
CCCC(c1nnnn1C(C)(C)C)N1CCN(Cc2ccccc2OC)CC1 (stereo not given)	-6	-9	8	-3	-2	-1.2	-0.2	1.2	-7
Cc1ccc(Cc2nc(-c3cccnc3)no2)cc1	1	10	12	1	1	0.2	-2.5	-1.6	12
OC1(c2ccccc2)CCNC2CCCCC21 (stereo not given)	.	3	15	2	-2	-0.1	-2.1	-1.1	-2
Cc1cc(=O)oc2c(C)c(OC3CCCCC3=O)ccc12 (stereo not given)	-1	16	21	39*	-3	.	1.1	-1.9	9
O=C(CCNS(=O)(=O)c1ccc(Br)cc1)NCC(c1cccs1)N1CCOCC1 (stereo not given)	-1	-2	12	4	.	-0.2	-1.4	.	7
C#CCN1CCN(c2ccc(F)cc2)CC1	-3	3	-2	3	-6	.	-3.1	3.0	8
Cc1ccc(C(=O)/C=C/N(C)C)o1	1	6	20	0	1	-1.9	-3.2	-1.0	8
Cc1cccc(CC2CC(=O)N(c3nc4ccccc4s3)C2=O)c1 (stereo not given)	-5	6	4	-1	-2	-0.4	-4.8	-1.2	2
COC(=O)CSc1nc2c(cnn2-c2ccc(F)cc2)c(=O)[nH]1	5	0	-3	2	-5	-0.5	-0.7	2.6	-5
O=C(NC1CCN(C(=S)NCc2ccco2)CC1)C12CC3CC(CC(C3)C1)C2	-5	-3	9	2	-6	-1.7	1.1	3.1	0
Cc1ccc(-c2cc(C)nc3ncnn23)cc1	-4	4	10	16	8	1.1	-1.2	1.1	4
Cc1ccc2c(c1)c1c3n2CCN(CCC#N)C3CCC1 (stereo not given)	-1	9	-6	12	.	0.7	-2.9	.	-13
CCOc1ccccc1N(CC(=O)N1CCC(C)CC1)S(=O)(=O)c1ccc(C)cc1	-3	8	0	-2	-1	-0.8	-0.9	-2.8	2
Going on with the list.
SMILES	BoNT-F LC inh	MazF activator	GDH-TPI counter	Mtb FBA inh	Rv3671c inh	Mtb BioA inh	FadD28 FP inh	UGM FP inh	PrPC TRFRET
Cc1ccc(CN2CCC(CO)(CC3CCCCO3)CC2)o1 (stereo not given)	-6	6	-3	0	-3	.	0.9	0.9	2
COC(=O)C1=CO[C@H](C)[C@H]2CN3CC[C@@]4(C(=O)Nc5ccccc54)[C@@H]3C[C@H]12	-4	12	13	5	-4	-1.9	-0.3	0.2	-2
Cc1ccc(NC(=O)C2C3CC4OC(=O)C2C4C3)cc1Cl (stereo not given)	-9	3	8	3	-1	-2.3	-1.0	0.4	1
CCC(=O)c1ccc(N2CCCC2)c(F)c1	0	2	29	5	10	-1.9	0.9	-4.5	1
COc1ccc(NC2=NCCC2)cc1	-19	10	2	3	3	0.4	-0.4	0.1	4
CCOc1ccccc1NC(=O)CSc1nnc(Cn2c(=O)sc3ccccc32)n1C	-5	9	-11	-1	1	0.3	-4.6	-0.4	0
c1ccc(-c2csc(Nc3nc(N4CCOCC4)nc(N4CCOCC4)n3)n2)cc1	-3	-10	-4	-2	10	-0.3	-1.9	-0.7	-2
O=C(c1ccccc1)N1CCN(S(=O)(=O)c2cccc(NS(=O)(=O)c3ccccc3)c2)CC1	-3	5	1	-1	11	.	0.2	1.9	0
CCC(C)NC(=O)c1cc(-c2ccccc2O)on1 (stereo not given)	-1	-2	-4	3	-5	-0.8	0.3	1.5	3
CN(CCC#N)C(=O)CSc1nc2scc(-c3ccccc3)c2c(=O)[nH]1	1	-1	1	-1	-12	-0.5	-0.7	0.8	-3
O=C(CCC(=O)c1cccs1)OCc1nnc(-c2ccccc2)o1	9	0	-8	-9	-5	0.1	-4.9	-0.2	6
O=C1C2C3C=CC(C3)C2C(=O)N1c1n[nH]c(CCc2ccccc2)n1 (stereo not given)	-3	16	6	-1	7	-0.5	-2.6	0.7	-3
O=C1C=CC(=O)N1c1ccc(Nc2ccccc2)cc1	-3	-2	14	-3	.	-0.7	-0.9	.	-7
COc1ccc(NC(=O)CNS(=O)(=O)c2ccccc2)cc1Cl	-8	-4	14	-3	3	-0.3	-0.1	0.0	3
COc1ccccc1/C=N/OC(=O)c1ccc(F)cc1	-4	-1	6	1	2	0.0	-4.1	0.6	-4
CCOC(=O)c1c(NC(=O)c2cccs2)sc(C(=O)N(C)C)c1C	5	-6	23	-1	-1	1.3	-2.6	1.9	1
CCN(CC(=O)NC(C)(C)C)C(=O)COc1c(Cl)cc(Cl)c2ccc(C)nc12	-2	-3	11	16	0	.	-1.9	2.0	8
CC1(C)Oc2ccc(C(=O)N3CCOCC3)cc2N(CC(=O)N2CCOCC2)C1=O	7	0	-3	0	2	-3.3	2.5	1.9	-7
COc1ccc(S(=O)(=O)NCCc2nnc3ccc(SCC(=O)Nc4nc(C)cs4)nn23)cc1	-3	-2	-7	4	-12	.	-4.5	1.1	6
CC(=O)Oc1cccc(N2C(=O)c3cccc4c([N+](=O)[O-])ccc(c34)C2=O)c1	-1	8	29	-4	10	-1.0	-4.8	1.6	-16
CC(=O)NCC1CCCN(c2nc3nonc3nc2N(C)Cc2ccccc2)C1 (stereo not given)	0	3	8	-2	6	.	-2.6	-0.8	-6
Cc1cccc(-c2noc(CN(C(=O)CCc3ccccc3)C(C)C)n2)c1	-4	-2	9	-1	-8	-1.4	0.1	-1.8	-4
Cc1c(NC(=O)C(C)OC(=O)c2ccc([N+](=O)[O-])cc2Cl)c(=O)n(-c2ccccc2)n1C (stereo not given)	14	8	6	6	.	0.7	0.1	.	0
Cc1csc(C(=O)O)c1NC(=O)c1ccc(F)cc1	-12	0	6	2	-5	-1.5	-0.9	-1.6	-3
O=C(CSc1nc2ccccc2c(=O)n1CCC(=O)N1CCN(c2ccccc2)CC1)NCC1CCCO1 (stereo not given)	-3	2	4	0	-1	.	0.8	-0.1	-16

Complete entries as entered above. Screens in order: BoNT-F LC inh, MazF activator, GDH-TPI counter, Mtb FBA inh, Rv3671c inh, Mtb BioA inh, FadD28 FP inh, UGM FP inh, PrPC TRFRET
Results for `O=C1C2C3C=CC(C3)C2C(=O)N1c1n[nH]c(CCc2ccccc2)n1` (stereo not given) = -3, 16, 6, -1, 7, -0.5, -2.6, 0.7, -3
Results for `CCOC(=O)c1c(NC(=O)c2cccs2)sc(C(=O)N(C)C)c1C` = 5, -6, 23, -1, -1, 1.3, -2.6, 1.9, 1
Results for `Cc1ccc(CN2CCC(CO)(CC3CCCCO3)CC2)o1` (stereo not given) = -6, 6, -3, 0, -3, ., 0.9, 0.9, 2
Results for `O=C(CCC(=O)c1cccs1)OCc1nnc(-c2ccccc2)o1` = 9, 0, -8, -9, -5, 0.1, -4.9, -0.2, 6

Compounds from the list above with a tert-butyl group (2):
SMILES	BoNT-F LC inh	MazF activator	GDH-TPI counter	Mtb FBA inh	Rv3671c inh	Mtb BioA inh	FadD28 FP inh	UGM FP inh	PrPC TRFRET
CCCC(c1nnnn1C(C)(C)C)N1CCN(Cc2ccccc2OC)CC1 (stereo not given)	-6	-9	8	-3	-2	-1.2	-0.2	1.2	-7
CCN(CC(=O)NC(C)(C)C)C(=O)COc1c(Cl)cc(Cl)c2ccc(C)nc12	-2	-3	11	16	0	.	-1.9	2.0	8

(continued)
SMILES	BoNT-F LC inh	MazF activator	GDH-TPI counter	Mtb FBA inh	Rv3671c inh	Mtb BioA inh	FadD28 FP inh	UGM FP inh	PrPC TRFRET
CCOC(=O)C1=C(NC(=O)c2ccc(Br)o2)Nc2ccccc2N=C1	-5	-3	18	-1	0	-2.2	-2.4	-3.4	12
Cc1ccc(NC(=O)c2ccc(CSc3nnc(-c4ccncc4)n3C)cc2)cc1	-8	1	3	-3	2	2.1	-1.7	1.9	-3
CCCCNC(=O)NNC(=O)c1ccco1	14	4	-1	-3	1	-1.3	-4.3	-1.3	1
Cc1cc(=O)oc2cc(Oc3ccc([N+](=O)[O-])cc3C(F)(F)F)ccc12	-1	15	14	7	-3	-5.3	-2.1	0.4	-19
CCc1nc(Cl)c(C#N)c2c1CSC(C)(C)C2	-6	8	7	1	-2	.	0.2	-1.3	-3
CCC1=Nc2cc(C(=O)NCc3ccco3)ccc2Sc2ccc(C)cc21	-2	-3	12	-3	-1	-0.4	-2.1	0.9	3
Cc1ccc2oc(=O)c3cnn(CC(=O)N4CCN(c5ccccn5)CC4)c3c2c1	1	2	-13	4	5	11	-3.2	0.6	3
N#CC(CCc1ccc([N+](=O)[O-])cc1)(CCc1ccc([N+](=O)[O-])cc1)C(N)=O	-1	-105	11	-3	.	5.6	.	.	-11

Compound activity as filed in PubChem BioAssay.
